PKA-R2B act: activators of PKA-R2B holoenzyme, primary screen, biochemical, fluorescence polarization, Cy5-IP20, human | cAMP-dependent protein kinase catalytic subunit beta (Homo sapiens) + cAMP-dependent … | PKA-R2B holoenzyme dissociation; R2B truncated from residue 108, S112A mutant; 0% DMSO only, 100% 113 µM cGMP | activation, % at 11.4 µM | 0.079% of 340,000 active;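 active means activation above a cutoff set at the mean over all compounds plus 3 SD, cut at about 18% in these data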;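 further: higher means more holoenzyme dissociation and a rise in polarization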
Target sequence (P31323 whole entry, looked up, other chains not shown, the tested form may be a part): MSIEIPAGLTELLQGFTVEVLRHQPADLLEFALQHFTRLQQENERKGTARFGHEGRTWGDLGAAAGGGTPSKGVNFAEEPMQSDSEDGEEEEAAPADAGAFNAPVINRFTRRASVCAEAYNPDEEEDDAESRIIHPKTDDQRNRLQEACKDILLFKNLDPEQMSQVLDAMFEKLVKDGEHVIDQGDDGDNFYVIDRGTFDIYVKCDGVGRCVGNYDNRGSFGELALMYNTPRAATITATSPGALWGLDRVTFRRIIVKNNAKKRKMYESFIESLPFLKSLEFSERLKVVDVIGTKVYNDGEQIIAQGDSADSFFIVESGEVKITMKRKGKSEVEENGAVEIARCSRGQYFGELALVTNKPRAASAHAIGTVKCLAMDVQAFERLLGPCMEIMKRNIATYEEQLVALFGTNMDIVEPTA
CDK5 inh: inhibitors of human CDK5/p35 kinase, primary screen, biochemical, single concentration; AID 488839, 2010; 0.01% of 330,000 active; inhibition, % at 10 µM; Recombinant CDK5/p35, ADP-Glo luminescence, 60 min;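 active means highest replicate inhibition of at least 50% and at least 75% of replicates reaching 50%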;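 further: plate controls were DMSO neutral control for no effect and GW8510 at 10 µM for full effect; many of its hits are not listed in these tables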
Target sequence (Q00535 whole entry, looked up): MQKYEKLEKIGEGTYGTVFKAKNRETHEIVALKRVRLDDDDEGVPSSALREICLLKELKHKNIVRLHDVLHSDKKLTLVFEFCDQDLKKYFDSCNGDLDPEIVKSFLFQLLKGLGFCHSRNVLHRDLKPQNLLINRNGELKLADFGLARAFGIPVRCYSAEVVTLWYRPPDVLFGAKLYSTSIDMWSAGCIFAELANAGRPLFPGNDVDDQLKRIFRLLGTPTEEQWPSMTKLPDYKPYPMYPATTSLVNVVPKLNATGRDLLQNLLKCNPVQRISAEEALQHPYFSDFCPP
Target sequence (Q15078 whole entry, looked up): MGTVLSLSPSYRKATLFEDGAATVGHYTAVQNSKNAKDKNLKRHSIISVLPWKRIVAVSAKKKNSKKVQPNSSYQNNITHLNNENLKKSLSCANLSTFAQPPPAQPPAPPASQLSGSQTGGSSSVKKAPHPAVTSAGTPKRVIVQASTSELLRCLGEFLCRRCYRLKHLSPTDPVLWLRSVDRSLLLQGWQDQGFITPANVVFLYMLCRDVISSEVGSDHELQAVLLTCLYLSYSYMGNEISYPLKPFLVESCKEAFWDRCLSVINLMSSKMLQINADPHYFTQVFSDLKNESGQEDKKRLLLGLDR
phage Ecoli inh: growth loss of phage-infected E. coli, primary screen, RecBCD inhibitor project, absorbance, with phage, HTS; inhibition, % at 11.9 µM; 0.26% of 360,000 active; in the data active means inhibition above about 11%
Ecoli viability: E. coli V3065 growth inhibition, primary screen, counter-screen for AddAB inhibitor project, absorbance, OD600. 18 h. inhibition, % at 11.9 µM. 0.27% of 330,000 active. AID 449728, 2010;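 active means inhibition above the campaign's mean inhibition across all tested compounds plus 3 SD, cut at about 9.9% in these data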;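 further: uninfected addAB+ strain grown without phage in ampicillin broth; 0% = DMSO wells and 100% = ciprofloxacin 0.95 µg/ml wells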
Tat transport: E. coli Tat export inhibitors, primary screen, MC4100, TorA-mCherry reporter, fluorescence, single point; 0.036% of 340,000 active; inhibition, % at 10 µM; AID 488895, 2010;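 active means mean replicate inhibition at least 50% and at least half of replicates individually reaching 50%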;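 further: exported cargo escapes ClpAP degradation while cytoplasmic cargo is degraded and loses fluorescence; 0% = median of neutral control wells and 100% = median of NaSCN control wells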
PKA-R1A activ: activators of PKA-R1A holoenzyme, primary screen, biochemical, fluorescence polarization, Cy5-IP20, bovine R1A, mouse PKAc; PKA-R1A dissociation; scaled: DMSO 0%, 113 µM cGMP 100%; activation, % at 11.4 µM; 0.083% of 340,000 active; AID 504707, 2011;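 active means percent activation above the mean of all tested compounds plus 3 SD, cut at about 19% in these data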;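 further: higher means more PKAc released from R1A so a rise in polarization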
SUMO Mot1 rescue: yeast Mot1-301 growth rescue at high temperature, primary screen, SUMOylation pathway inhibitor project, S. cerevisiae, ATP luminescence, 38.5C; S. cerevisiae Mot1-301 growth rescue; percent above DMSO median, 100 means doubled; growth rescue, % at 18.8 µM; 1% of 320,000 active;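 active means every valid replicate shows activation above 250% relative to neutral control wells; inactive means the rest, any valid replicate at or below 250%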;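 further: OY570 slx delta 5 strain wells were the positive control but not used for scaling; some compounds called inactive have numbers as strong as hits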
HTR5A ag ctr: HTR5A agonists in luminescence cell assay, primary screen, counter-screen for OPRM1-OPRD1 heterodimer agonist project, full-deck HTS; 5-hydroxytryptamine receptor 5A (Homo sapiens), P47898; cell-based; activation, % at 9.3 µM; 0.61% of 340,000 active; AID 504692, 2011; in the data active means activation mostly above about 9.5%, no sharp cut-off; inactive means mostly below about 7.6%;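 further: 0% = cells with vehicle only and 100% = reference agonist; strong numbers were not always called active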
AddAB inh: growth inhibition of E. coli expressing H. pylori AddAB, primary screen, AddAB inhibitor project, absorbance | 0.29% of 330,000 active | inhibition, % at 11.9 µM; in the data active means inhibition above about 12%;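 further: 0% = vehicle wells of infected cells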
HTR5A inv ag: HTR5A inverse agonists in luminescence cell assay, primary screen, counter-screen for OPRM1-OPRD1 heterodimer inverse agonist project, full-deck HTS. inhibition, % at 9.3 µM. 5-hydroxytryptamine receptor 5A (Homo sapiens), P47898. HTR5A cell line, inverse agonism. AID 504634, 2011. 0.083% of 340,000 active; in the data active means inhibition mostly above about 23%, no sharp cut-off; inactive means mostly below about 18%;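 further: 0% = cells with DMSO and 100% = no-cell wells with DMSO; some compounds called inactive have numbers as strong as hits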
DAGLB inh: DAGLB lipase inhibitors, primary screen, biochemical, fluorescence, HTS; HEK293T DAGLB membrane lysate, EnzChek fluorogenic substrate; inhibition, % at 5.17 µM; 0.059% of 340,000 active; in the data active means inhibition above about 34%;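 further: 0% = enzyme with vehicle and 100% = wells lacking enzyme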
* marks the source's active call; other numbers are inactive results; nt = no result given.

SMILES	PKA-R2B act	CDK5 inh	phage Ecoli inh	Ecoli viability	Tat transport	PKA-R1A activ	SUMO Mot1 rescue	HTR5A ag ctr	AddAB inh	HTR5A inv ag	DAGLB inh
COc1ccccc1OCC(=O)N1CCCC(Nc2ccc(C)c(C)c2)C1 (stereo unspecified)	-2.3	0.2	0.0	-0.7	1.2	-4.0	1.9	3.9	2.1	9.9	-1.8
COc1ccc(CCNS(=O)(=O)c2ccc3c(c2)NC(=O)CCS3)cc1OC	-10.8	-5.1	3.7	1.1	10.8	-11.2	140.6	0.8	0.3	-2.1	3.5
O=C(Nc1cccc2cccnc12)c1ccc(Br)o1	7.6	-0.2	1.5	0.4	-4.0	-2.6	-26.6	1.2	-0.5	0.7	-8.5
COc1c(O)cccc1[C@H](O)C1CCN(CCc2ccc(F)cc2)CC1	2.2	0.2	1.3	-2.4	-1.2	-2.3	-7.5	-0.5	-1.5	-23.0	-4.4
CCOC(=O)N1CCN(C(=O)C2CCCN(S(=O)(=O)c3c(C)cc(C)cc3C)C2)CC1 (stereo unspecified)	-8.2	0.1	2.5	-0.7	0.2	-8.9	0.9	7.0	0.3	-3.3	-1.4
CN(CC1CCN(CCc2cccc(C(F)(F)F)c2)CC1)C(=O)c1ccccc1	-1.8	-1.1	-1.9	1.7	2.7	8.1	-5.5	-1.6	1.9	5.6	-0.2
Cc1cccc(NC(=O)CCN2CCOCC2)c1	-0.8	0.2	-2.0	-0.1	17.2	-4.5	6.2	0.9	0.8	6.0	-2.4
CCN1C(=O)[C@H]2[C@@H](c3ccc(C)cc3)N3C(=O)N(c4cccc(Br)c4)C(=O)[C@@]3(CC(C)C)[C@H]2C1=O	2.8	0.8	0.9	1.5	0.2	5.9	-12.2	11.6	2.7	-36.3	0.8
Clc1cccc(Cl)c1C[n+]1cccc2ccccc21	-1.8	-11.0	1.1	-0.4	15.3	-4.4	-8.5	-1.0	-0.2	-14.2	-1.6
CCN1C=CC2=C(C#N)C(N)C(C#N)(C#N)C(c3ccccc3C(F)(F)F)C2C1 (stereo unspecified)	-1.6	-0.3	0.9	1.4	3.3	5.4	32.3	1.0	-2.9	-22.7	-0.7
Cn1c(=O)c2c(ncn2CC(=O)OCC(=O)NC(c2ccccc2)c2ccccc2)n(C)c1=O	7.9	-0.4	2.5	-2.3	-5.0	5.1	7.6	1.9	2.4	-4.8	-1.7
CC(=O)Nc1nc(CCC(C)C)cc2c1c(=O)oc1ccccc12	-10.3	2.7	2.0	0.0	-2.2	9.7	144.5	-0.3	2.5	-28.7	-3.1
CCN=c1sc(C(=O)Nc2ccccc2)c(C)n1CC	5.8	-0.2	3.6	0.3	-2.9	-0.4	-24.4	-0.8	1.1	2.0	-0.3
O=C(CC1C(=O)NCCN1Cc1ccccc1C(F)(F)F)NC1CCC1 (stereo unspecified)	-4.3	-1.3	1.2	0.9	-9.3	0.6	10.9	-4.9	-2.6	11.2	-2.5
CCOc1nc(S(=O)(=O)c2ccc(C)cc2)c(Cl)s1	-3.2	-0.7	0.9	-2.2	0.9	-0.4	-9.8	-0.8	2.2	-8.7	-4.3
[O-][n+]1onc2c1CCc1c-2nn(-c2ccccc2Cl)[n+]1[O-]	-7.7	-2.1	3.7	-1.2	-3.7	-4.3	-8.3	0.4	1.2	18.9	-2.2
Nc1ccc2c(c1)C(=O)c1cc(Cl)c(Cl)cc1-2	3.6	0.9	4.0	nt	-1.0	-0.1	nt	-2.5	nt	9.7	34.2*
CC(C)NS(=O)(=O)c1ccc(CCC(=O)N2CCCCC2)cc1	0.7	0.2	5.2	-1.1	-1.1	-7.7	-21.4	0.3	4.7	-0.7	-2.0
Cc1ccc(N(CCC#N)C(=O)COC(=O)C2=COCCO2)cc1	-0.5	-0.2	1.1	0.8	-15.2	5.2	6.2	1.0	-0.3	4.0	2.5
COc1cc(OC)cc(-c2c(-c3cccs3)c3cc(-c4ccc(OC)c(OC)c4)ccc3n2C)c1	6.8	0.1	-0.1	-2.0	-10.4	-6.6	-4.7	8.3	-0.2	0.5	-2.3
O=C(NCc1ccccc1Cl)C1CCC(=O)N(C2CC2)C1 (stereo unspecified)	-7.6	-3.8	-1.2	-1.9	-7.6	-8.4	-0.4	1.2	2.3	-14.9	2.1
C/C(=N\Nc1nccnc1Cl)c1ccc(Br)cc1	4.0	-0.1	-1.4	nt	-3.3	3.1	3.9	8.4	nt	-31.3	-1.8
CC(=O)Nc1ccc(C(=O)NNC(=O)CCc2ccccc2)cc1	-3.2	-1.5	2.5	-1.4	-3.6	0.6	-15.4	0.2	-0.4	1.4	-0.1
COc1ccc(S(=O)(=O)/N=C2\C=C(Nc3ccc(O)cc3)C(=O)c3ccccc32)cc1	2.1	5.1	7.4	2.0	-0.6	-7.2	-21.5	0.1	5.9	-0.3	55.2*
CCOC(=O)Nc1sc2c(c1C#N)CCC(C)C2 (stereo unspecified)	-6.8	0.0	nt	-0.2	-2.7	5.3	131.4	-3.9	1.3	6.9	-4.8
O=C(NC1CC1)C1CC(=O)N(c2cccc(Cl)c2Cl)C1 (stereo unspecified)	5.0	-0.8	1.7	1.4	-8.2	0.6	11.4	3.0	1.5	-6.1	3.3
COc1cc(S(=O)(=O)NC2CCCCC2)ccc1Cl	-16.0	-1.3	2.7	1.1	12.6	-13.8	5.3	1.8	2.7	-4.5	-1.2
CCOC(=O)c1cc2c(=O)n3ccccc3nc2n(C(C)C)c1=NC(=O)c1ccco1	-8.4	0.8	2.3	-2.5	-1.6	3.2	-6.4	-0.3	4.0	-7.4	2.2
CC1(C)CC(=O)C(C=NCCN2CCN(CC(=O)Nc3ccccc3)CC2)=C(O)C1	-10.0	2.2	1.2	3.1	-3.5	-6.8	0.7	0.7	5.8	3.8	-1.3
CC(=O)N1CCCc2cc(S(=O)(=O)NC(C(=O)NCc3ccc(C)cc3)C(C)C)ccc21 (stereo unspecified)	-3.5	0.1	0.9	-0.1	-2.2	-0.7	-4.4	3.8	0.8	-11.7	-0.3
COC(=O)c1c(NC(=O)C2(C)Cc3ccccc3C(=O)O2)sc2c1CCCC2 (stereo unspecified)	-15.3	-2.1	2.1	0.8	10.4	-1.4	-3.6	9.4	2.5	4.4	-8.1
Cc1noc(C)c1COc1cccc(C(=O)OCCOc2ccc(F)cc2)c1	-0.2	1.0	1.5	-1.9	-4.9	-16.3	-0.1	-2.9	2.0	7.9	-3.8
O=C(Nc1ccc(Cl)cn1)c1ccc(Br)c(S(=O)(=O)N2CCCCC2)c1	-2.5	-1.7	2.7	0.9	0.8	-3.2	-3.3	1.6	0.9	2.8	-1.1
COc1cc2c(C(=O)NCCCN3CC(C)CC(C)C3)cn(CC(C)C)c(=O)c2cc1OC (stereo unspecified)	-2.9	0.0	-0.8	-1.8	1.8	4.4	-7.7	5.5	4.3	-18.1	-2.2
CCc1nnc(NC(=O)c2cnccn2)s1	4.2	-0.6	-1.6	-2.4	5.9	3.5	18.9	0.7	-0.7	12.3	2.7
Fc1cccc(Cl)c1CNCc1cccnc1	0.4	1.4	0.8	-1.1	0.0	3.9	-18.4	-1.1	2.0	4.1	0.0
O=C(O)c1cccc(Nc2nc(-c3ccccc3)nc3ccccc23)c1	-7.0	0.4	0.5	-1.8	6.6	1.5	-1.1	-2.1	1.7	7.7	5.2
CCN(CC)CCNC(=O)Cn1nc(-c2ccccc2)c2ccccc2c1=O	-4.3	0.1	1.4	-2.6	-4.2	1.9	5.4	2.2	1.0	18.6	-0.9
CCn1c(C)nc2c(=O)oc3ccccc3c21	-6.5	-9.4	0.7	0.9	-4.0	9.3	56.8	0.1	0.7	5.0	2.4
CC(C)c1ccc(OCC(=O)N(Cc2ccccc2)c2ccccn2)cc1	3.5	0.6	3.0	-3.0	5.9	9.7	2.5	3.6	3.9	-8.6	-10.1
O=C(CNS(=O)(=O)c1ccc(F)cc1)Nc1ccc(C(F)(F)F)cc1	-8.7	-0.4	1.6	2.2	3.2	4.1	-9.7	-1.6	3.3	6.1	-2.4
O=C(NNc1ccc([N+](=O)[O-])cc1)c1ccco1	-7.9	-1.7	-2.1	-1.4	-5.8	1.5	-2.6	-3.4	2.1	8.7	2.8
Cc1nc2c(C#N)c[nH]n2c(=O)c1CCO	3.8	0.6	1.7	0.2	1.7	1.9	3.6	5.4	2.2	-10.2	1.8
Cn1c(=O)c2c(nc(CN3CCC(Cc4ccccc4)CC3)n2CCN2CCOCC2)n(C)c1=O	-5.8	0.3	0.3	nt	1.5	-3.0	nt	nt	nt	nt	-2.4
Cc1c(C(=O)NCc2cccnc2)oc2ccccc12	7.1	-3.1	1.8	1.2	1.8	-1.7	-11.9	1.4	1.3	-3.2	0.4
CC(=O)N1CCN(c2ccc(NCc3cccs3)cc2)CC1	-11.5	0.9	2.5	0.2	-2.1	-0.4	1.5	-1.8	-0.3	-12.3	2.2
CC1CCC(NCc2ccco2)CC1 (stereo unspecified)	-4.0	0.6	1.7	-1.9	-10.7	6.6	-13.0	-2.8	-1.5	-0.6	-1.6
CCN(CC)S(=O)(=O)c1cccc(N2CC(O)=C(c3ccccc3)C2=N)c1	4.1	0.2	2.0	-1.7	1.6	-1.5	-24.9	-0.5	0.7	1.3	-0.3
COc1cccc(C2N(c3cccc(Cl)c3)C(=O)C3CCCN32)c1 (stereo unspecified)	4.9	0.6	2.4	1.4	13.2	0.7	0.5	-1.1	-0.2	2.9	-3.0
COc1ccc(CNC(=O)c2ccccc2SCC(=O)N2CCCC2)cc1OC	-6.9	1.6	3.8	-0.3	-0.1	-4.4	-8.6	-0.3	-1.6	14.8	-0.3
O=C(O)CCCCCNS(=O)(=O)c1ccc(Cl)cc1	0.4	6.6	3.0	0.9	22.5	4.0	-6.8	-0.5	-0.2	-4.0	0.6
COc1ccc(S(=O)(=O)NCc2cccnc2)cc1NC(=O)c1ccccc1C	1.2	-0.7	-0.3	nt	-5.8	-5.8	nt	-1.7	nt	6.1	13.0
COc1ccc(NC(=O)c2nc(C)c(C3(C)CC(c4cccnc4)=NO3)s2)cc1 (stereo unspecified)	-3.9	0.5	2.6	0.2	-0.4	-0.3	-20.1	1.2	0.6	-32.7	-1.7
CC(=O)c1sc(NC(=O)c2cccnc2Cl)nc1C	-0.2	1.2	3.0	-2.6	-5.1	10.2	-4.9	-2.0	3.5	5.6	1.7

Compounds were not picked by outcome (roughly 2.3% active in at least one column).
